Polio RdRp inh = inhibitors of poliovirus RNA polymerase binding and polymerization. % elongation, % (compound at 16.7 µg/mL). P03300. poliovirus polymerase elongation, fluorescence polarization; stronger effect = lower value. 150,000 tested, 0.66% active. AID 588519; in the data active = % elongation below about 90%; note: some results filed as inactive read as strong as hits
Target sequence (P03300 1749-2209 limits assumed): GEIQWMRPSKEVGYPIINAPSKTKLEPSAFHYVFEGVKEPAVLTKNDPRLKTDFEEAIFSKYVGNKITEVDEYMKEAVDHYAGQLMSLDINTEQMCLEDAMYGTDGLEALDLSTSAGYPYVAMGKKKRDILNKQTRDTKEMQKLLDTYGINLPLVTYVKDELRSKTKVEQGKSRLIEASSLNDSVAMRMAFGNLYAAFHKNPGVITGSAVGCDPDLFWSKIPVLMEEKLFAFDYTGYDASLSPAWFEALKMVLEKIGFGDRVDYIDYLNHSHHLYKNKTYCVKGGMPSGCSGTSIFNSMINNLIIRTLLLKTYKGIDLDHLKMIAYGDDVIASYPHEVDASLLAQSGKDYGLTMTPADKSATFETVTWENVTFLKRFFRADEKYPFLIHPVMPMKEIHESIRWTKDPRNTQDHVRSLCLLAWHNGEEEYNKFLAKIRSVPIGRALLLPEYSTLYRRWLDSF
Polio RdRp inh FP z-score = recorded beside Polio RdRp inh, whose call it bears; z-score; measured here: FP z-score; hits read low
* hit, by the source's call; & = joins results of further samples. Not all compounds are listed; the hit share may differ from the screen's.

SMILES	Polio RdRp inh	Polio RdRp inh FP z-score
NC(=O)c1cc2ccccc2oc1=Nc1ccccc1	101.0	0.1
CN(CC(=O)N1CCCC1)S(=O)(=O)c1ccc2c(c1)c(=O)n(C)c(=O)n2C	101.0	0.2
Nn1c(Cc2ccccc2)nnc1SCC(=O)Nc1ccccc1F	105.0	0.2
Cc1ccc2nc(-c3ccc(N4CCOCC4)cc3)c(Nc3ccccc3C)n2c1	105.0	-0.9
O=C(Cn1c(=O)oc2cc(S(=O)(=O)NCc3ccccc3)ccc21)NC1CCCCC1	102.0	-0.1
CN(C)c1nc(N)nc(Cn2ccnc2)n1	100.0	-0.1
COc1ccc(CCC(=O)NNc2ccccc2)cc1	101.0	-0.2
N#Cc1ccc(COc2cnnc3ccccc23)cc1	97.0	-0.5
COCc1cc(C)nc(OCC2=NN(C(C)=O)C(c3cccc(OC)c3)O2)c1C#N (configuration not stated)	101.0	0.4
COc1cc(C(=O)Nc2ccc3[nH]c(=O)sc3c2)cc(OC)c1OC	108.0	-1.2
Cc1cccc(N2CCN(C(=O)c3cc4c(=O)n(C)c5ccccc5c4s3)CC2)c1C	103.0	-0.1
COc1ccc(NC(=O)c2c(NC(=O)COc3ccccc3)sc3c2CCC(C)C3)cc1 (configuration not stated)	103.0	-0.6
COc1cc(NC(=O)Cn2c(=O)n(CC(=O)NCCc3ccc(OC)c(OC)c3)c(=O)c3sccc32)cc(OC)c1	109.0	0.8
CCN(CC)CCNc1ncnc2c1sc1nc(C(C)C)c3c(c12)CCCC3	101.0	-0.1
CCN(c1ccccc1C(=O)O)S(=O)(=O)c1ccc2c(c1)n(C)c(=O)n2C	101.0	0.2
S=C(NC1CCCCC1)N1CCn2cccc2C1c1cccs1 (configuration not stated)	104.0	0.8
Cc1ccc(NNC(=O)c2c(-c3ccccc3)noc2C)cc1C	101.0	-0.2
CN(C(=O)CSc1nnc(-c2ccccc2F)o1)C1CCCCC1	108.0	0.1
CC(=O)c1ccc(N2CCN(S(=O)(=O)c3ccc(-c4cnc(C5CC5)o4)cc3)CC2)cc1	104.0	-0.5
COc1ccc(N(C)c2ncnc3onc(-c4ccc(Cl)cc4)c23)c(OC)c1	100.0	-0.4
Cc1c(N=Cc2c(O)n(C)c(=O)c3ccccc23)c(=O)n(-c2ccccc2)n1C	101.0	0.5
CCCCN(C)S(=O)(=O)c1csc(C(N)=O)c1	105.0	1.4
COc1ccc(Cc2nc3ccc(C(=O)NCCc4ccc(Cl)cc4)cc3o2)cc1	106.0	-0.2
Cc1oc(-c2cccc(Cl)c2)nc1CS(=O)(=O)CC(=O)NCc1ccccc1	98.0	-2.1
O=C1CSC(c2cccnc2)N1CCc1ccccn1 (configuration not stated)	103.0	0.4
CC(=O)c1ccc(NC(=O)c2cn(-c3ccccc3)nc2-c2ccc(Br)cc2)cc1	107.0	0.3
CCOC(=O)c1cc(-c2ccc(C)cc2)n(CCC(=O)Nc2nccs2)c1C	100.0	-0.3
COc1ccc(Nc2nnc(-c3ccc(C)c(S(=O)(=O)N4CCOCC4)c3)c3ccccc23)cc1	106.0	0.4
O=C(O)c1ccc(Nc2nc3ccccc3c3nncn23)cc1	109.0	1.2
CC(C1CC1)N(Cc1ccccc1)S(=O)(=O)c1cn(C)c(=O)n(C)c1=O (configuration not stated)	103.0	0.1

Reprinted at random: 2 records from the list, in no set order.
SMILES	Polio RdRp inh	Polio RdRp inh FP z-score
Cc1c(N=Cc2c(O)n(C)c(=O)c3ccccc23)c(=O)n(-c2ccccc2)n1C	101.0	0.5
O=C1CSC(c2cccnc2)N1CCc1ccccn1 (configuration not stated)	103.0	0.4

Next part:
SMILES	Polio RdRp inh	Polio RdRp inh FP z-score
COCCCn1c(=N)c(C(=O)NC2CCCC2)cc2c(=O)n3ccccc3nc21	111.0	0.1
NNC(=O)CN1CCCc2ccccc21	102.0	0
Cc1ccnc2nc(C(=O)NCC3COc4ccccc4O3)nn12 (configuration not stated)	98.0	0
CCOC(=O)c1scc(-c2ccccc2)c1S(=O)(=O)Nc1cc(OC)cc(OC)c1	108.0	0.5
CCN(CC)C(=O)Cn1c(S(=O)(=O)C(C)C)nc2ccccc21	100.0	-1
O=c1c2ccccc2nc(-c2ccco2)n1-c1nccs1	101.0	-0.1
CCN1CCC(NCc2ccccc2Cl)CC1	100.0	-0.3
CC1(C)CC(=O)C2=C(C1)NC(=O)NC2c1ccc(Cl)cc1 (configuration not stated)	106.0	0.6
Cc1nn(C)c2c1c(-c1ccccc1)cc(=O)n2Cc1ccccc1F	103.0	-0.7
O=S(=O)(Nc1ccc(-c2ccc(N3CCCC3)nn2)cc1)c1ccc(OC(F)(F)F)cc1	106.0	0

Complete entries, looked up by structure. Order of values: Polio RdRp inh | Polio RdRp inh FP z-score
CCN1CCC(NCc2ccccc2Cl)CC1 is entered as 100.0 | -0.3
CC1(C)CC(=O)C2=C(C1)NC(=O)NC2c1ccc(Cl)cc1 (configuration not stated) is entered as 106.0 | 0.6
NNC(=O)CN1CCCc2ccccc21 is entered as 102.0 | 0

Additional structures follow:
SMILES	Polio RdRp inh	Polio RdRp inh FP z-score
CCOc1ccc(N2CC(NC(=O)c3ccc(S(=O)(=O)N4CCCC4)cc3)CC2=O)cc1 (configuration not stated)	106.0	-0.1
Cc1ccc(N2C(=O)C(N3C(=O)c4ccccc4C3=O)C2c2ccc(N(C)C)cc2)cc1Cl (configuration not stated)	101.0	0
O=C(Nc1ccc(N2CCN(Cc3ccccc3)CC2)cc1)c1ncoc1-c1cccs1	103.0	0.4
CCCn1nnnc1CSc1nnc(-c2cccs2)n1C1CC1	102.0	0
OCCNCCSc1nnc(-c2ccccc2)n1-c1ccccc1	104.0	0.3
O=C(O)CCC(=O)Nc1cccc(O)c1	101.0	-0.3
COc1ccc2ncc3c(-c4ccccc4)nn(-c4ccc(C)c(C)c4)c3c2c1	106.0	-1
CN1C/C(=C/c2cccc3ccccc23)C(=O)/C(=C/c2ccc3ccccc3c2)C1	102.0	0.3
COc1ccc(C2CC(=O)C3=C(C2)Nc2ccccc2N(C(C)=O)C3c2ccccc2)cc1 (configuration not stated)	99.0	-0.4
O=C(NCc1ccccc1)C(=S)NC1CCCC1	102.0	1.2
CC(C)C[C@H](NC(=O)[C@@H](O)[C@H](N)Cc1ccccc1)C(=O)O	103.0&103.0	0.8&0.8
CC1=C(C(=O)NCc2ccccc2C)C2(CCCCC2)OC1=O	99.0	-1.5
O=C(Nc1cccc(Cl)c1)c1ccc(Cl)cc1	104.0	0.7
COc1ccccc1CNC(=O)CN1C(=O)c2cccnc2Oc2ccccc21	103.0	-1.3
C/C(=N\NC(=O)CN1CCCC1=O)c1ccc(NC2=NCCCS2)cc1	99.0	-0.5
Cc1nn(C)c(C)c1S(=O)(=O)N(CC(=O)Nc1ccc(F)cc1F)c1ccc(C(C)C)cc1	98.0	-0.8
COc1ccccc1CCNC(=O)C(=O)NCC(c1cccnc1)N1CCN(c2ccccc2)CC1 (configuration not stated)	110.0	0.5
Cn1c(=O)c(=O)n(C)c2cc(S(=O)(=O)N3CCCC3C(=O)Nc3ccccc3F)ccc21 (configuration not stated)	103.0	-0.4
O=C(NC1CCCC1)C(c1ccccc1)N(Cc1cccs1)C(=O)c1csnn1 (configuration not stated)	103.0	0.3
Cc1ccc(OCCSc2nc(-c3cccs3)nc3cc(=O)[nH]n23)cc1Cl	105.0	-0.4
Cc1cccc(Nc2nc(N)nc(C(F)(F)F)n2)c1	101.0	-0.5
Cc1cc(=O)n(C)c(=O)n1CCCCO	104.0	0.4
CCN(c1ccccc1)S(=O)(=O)c1ccc(C)cc1	108.0	0.5
CCOc1ccc(/C(=N/O)C(C)NO)cc1 (configuration not stated)	101.0	0.1
N#CCSc1nc2ccccc2c(=O)n1CCCC(=O)NCC1CCCO1 (configuration not stated)	101.0	-0.1
c1ccc(C2CN3CCC2CC3)cc1 (configuration not stated)	103.0	0.2
N#CC(C#N)=C(N)/C(C#N)=C/c1cccs1	98.0	-1.3
COc1cccc(CNC(=O)CN2C(=O)COc3ccc(S(=O)(=O)N4CCCCCC4)cc32)c1	121.0	0.7
CCc1ccc(NS(=O)(=O)c2ccc(OC)cc2)cc1	107.0	0.4
CC(OC(=O)c1ccc(S(=O)(=O)NCc2ccco2)cc1)C(=O)Nc1ncc(Cl)cc1Cl (configuration not stated)	102.0	0.1

3 entries already listed, sorted by heavy-atom count, smallest number first:
SMILES	Polio RdRp inh	Polio RdRp inh FP z-score
N#CC(C#N)=C(N)/C(C#N)=C/c1cccs1	98.0	-1.3
Cc1cccc(Nc2nc(N)nc(C(F)(F)F)n2)c1	101.0	-0.5
CCc1ccc(NS(=O)(=O)c2ccc(OC)cc2)cc1	107.0	0.4

Next records.
SMILES	Polio RdRp inh	Polio RdRp inh FP z-score
O=C1NC(=O)C(=Cc2ccccc2)C(=O)N1	103.0	0.4
CCOC(=O)c1cnc2c(Cl)cccc2c1NCCN1CCOCC1	100.0	-0.9
O=C1CSC2(C(=O)N(Cc3cccc(C(F)(F)F)c3)c3ccccc32)N1c1ccc(F)c(F)c1 (configuration not stated)	112.0	0.6
COc1ccc(-c2nc3sc(CCNS(=O)(=O)c4c(C)cc(C)cc4C)c(C)n3n2)cc1	108.0	0.3
NC1=NC(c2ccccc2)N2C(=N1)Sc1ccccc12 (configuration not stated)	102.0	0.2
O=C1ON=C(c2cccs2)/C1=C/C=C/c1ccccc1	100.0	-0.3
CC(C)Sc1ncc(Cl)c(C(=O)N(Cc2ccc(F)cc2)C2CCS(=O)(=O)C2)n1 (configuration not stated)	112.0	0.8
CCN(CC)Cn1c(=O)sc2ccccc21	103.0	0.6
COc1ccc(-c2noc(CN3CCCC(C(=O)Nc4ccc(F)c(Cl)c4)C3)n2)cc1OC (configuration not stated)	100.0	-0.7
C(=Nc1cccc(/N=C/c2ccco2)n1)c1ccco1	44.0	-5.6

Reformatted: results already given.
| Structure | Polio RdRp inh | Polio RdRp inh FP z-score |
| --- | --- | --- |
| Cc1ccc(N2C(=O)C(N3C(=O)c4ccccc4C3=O)C2c2ccc(N(C)C)cc2)cc1Cl (configuration not stated) | 101.0 | 0 |
| O=C(Nc1ccc(N2CCN(Cc3ccccc3)CC2)cc1)c1ncoc1-c1cccs1 | 103.0 | 0.4 |

Other structures:
SMILES	Polio RdRp inh	Polio RdRp inh FP z-score
Cn1c2ccccc2c2c(C(=O)N3CCN(c4ccc(F)cc4)CC3)cn(C3CCCCC3)c(=O)c21	115.0	0.8
CCn1c(=NC(=O)c2ccc3c(c2)OCCO3)sc2c(C)ccc(OC)c21	103.0	-1.1
COc1ccc(C2N3CC4(C)CN2CC(c2ccccc2)(C3)C4=O)cc1OC (configuration not stated)	105.0	-0.3
CN(Cc1nc2ccccc2n1C)c1ccccc1	101.0	-0.5
CCOc1ccc(C(=O)NCCCN2CCCC2=O)cc1	102.0	-0.1
O=c1oc2c(o1)=C(c1ccccc1)S(=O)(=O)C=2c1ccccc1	108.0	0.6
O=C(/C=N/O)Nc1cccc(C(=O)O)c1	102.0	0
CCOC(=O)C1C(=O)CN(c2ccccc2)C1=O (configuration not stated)	105.0	0.2
Cc1ccccc1CN1c2ccccc2-c2nc(SCC(=O)c3ccccc3)ncc2S1(=O)=O	109.0	0.2
Cc1cccc(NC(=O)CN2C(=O)CSC2=O)c1	102.0	0.1
Cc1ccc(Cl)cc1NC(=O)Cn1c(=O)n(CCC(=O)N2CCc3ccccc3C2)c(=O)c2ccccc21	106.0	0.1
CC(C)Nc1nc(C#N)nc(NC(C)C)n1	91.0	-4.1
O=C(CSc1nnc2c(n1)CCCC2)c1ccc(N2CCCC2=O)cc1	99.0	-0.9
Fc1ccc(N=Cc2ccccc2F)cc1	99.0	-0.4
CC[n+]1cccc(-c2nc3ccccc3s2)c1	99.0	-0.4
Cc1cc(=O)[nH]c(SCC(=O)C2CC2)n1	99.0	-0.3
CCc1ccc(C(=O)NCc2ccc3c(c2)OCO3)cc1	103.0	-0.2
S=c1nc(C2CCCCC2)n(-c2ccccc2)[nH]1	99.0	-0.3
CCN(Cc1ccccc1)C(=O)Cn1c(=O)n(-c2ccc(Cl)cc2)c(=O)c2c(C)c(C)sc21	110.0	1.5
COC(=O)c1c(C)nn(-c2ccccc2)c1NC(=O)C(C)Oc1ccc(Cl)cc1 (configuration not stated)	101.0	-0.1
O=C(CCn1cccc1)NCCc1ccccc1	101.0	-0.1
Fc1ccc(CNC2=NCCS2)cc1	104.0	0.2
CCCn1c(N)nc2c1c(=O)n(C)c(=O)n2C	99.0	-0.6
CCN(c1cc(C)cc(C)c1)S(=O)(=O)c1nnc(NC(=O)c2cccs2)s1	110.0	0.3
Cc1noc2ncnc(NCc3cccc(Cl)c3)c12	104.0	-0.4
c1ccc(CN2CN=C(Nc3nc4ccccc4s3)NC2)cc1	104.0	0.6
CCOC(=O)c1ccc(S(=O)(=O)NC2CCCCCCC2)n1C	102.0	0.1
Cc1nnc2c3ccccc3nc(Nc3ccc4c(c3)OCO4)n12	103.0	0.1
O=C(COc1ccccc1)Nc1c(C(=O)N2CCN(c3ccc(F)cc3)CC2)oc2ccccc12	108.0	0.4
CN(c1ccccc1)S(=O)(=O)c1ccc(NC(=O)c2nc(S(C)(=O)=O)ncc2Cl)cc1	114.0	0
CCN1C(=O)/C(=C2/C(=O)N(Cc3ccc(Cl)cc3)c3ccccc32)SC1=S	103.0	0.5
Cc1c(N=C2NC(=O)C(CC(=O)Nc3ccccc3)S2)c(=O)n(-c2ccccc2)n1C (configuration not stated)	99.0	-0.8
Cc1ccc(C)c(N2CCN(C(=O)Cn3cnc4nc5c(cc4c3=O)CCCC5)CC2)c1	108.0	0.4
O=C(NCCCN1CCN(c2ccccc2F)CC1)c1cc2c(Cl)nc3ccccc3c2s1	107.0	0.4
CC(=O)c1ccc(S(=O)(=O)Nc2ccc(-c3ccc(N4CCCCC4)nn3)cc2)cc1	113.0	1.6
CNC(=O)C1CCN(Cc2cc3ccccc3n2Cc2cccc(C)c2)CC1	109.0	0.6
CC(NC(=O)c1ccc2nc[nH]c2c1)c1ccccc1 (configuration not stated)	107.0	0.5
O=[n+]1c2c(n([O-])c3ccccc31)CCC2	100.0	-0.2
CCSc1ncc(Cl)c(C(=O)N2CCN(c3ccc(OC)cc3)CC2)n1	120.0	0.4

Source: PubChem BioAssay
